Compound activity: PubChem BioAssay, Fisher Drug Discovery Resource Center
hcGAS lum: Primary biochemical luminescence assay for human cyclic GMP-AMP synthase inhibitors; Q8N884; AID 1259398, 2018; recombinant h-cGAS, ATP depletion, Kinase-Glo luminescence; 0.081% of 290,000 active; inhibition, % at 12.5 µM;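 also: 0% = vehicle reaction and 100% = reaction without DNA for no activity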
Target sequence (Q8N884 whole entry, looked up): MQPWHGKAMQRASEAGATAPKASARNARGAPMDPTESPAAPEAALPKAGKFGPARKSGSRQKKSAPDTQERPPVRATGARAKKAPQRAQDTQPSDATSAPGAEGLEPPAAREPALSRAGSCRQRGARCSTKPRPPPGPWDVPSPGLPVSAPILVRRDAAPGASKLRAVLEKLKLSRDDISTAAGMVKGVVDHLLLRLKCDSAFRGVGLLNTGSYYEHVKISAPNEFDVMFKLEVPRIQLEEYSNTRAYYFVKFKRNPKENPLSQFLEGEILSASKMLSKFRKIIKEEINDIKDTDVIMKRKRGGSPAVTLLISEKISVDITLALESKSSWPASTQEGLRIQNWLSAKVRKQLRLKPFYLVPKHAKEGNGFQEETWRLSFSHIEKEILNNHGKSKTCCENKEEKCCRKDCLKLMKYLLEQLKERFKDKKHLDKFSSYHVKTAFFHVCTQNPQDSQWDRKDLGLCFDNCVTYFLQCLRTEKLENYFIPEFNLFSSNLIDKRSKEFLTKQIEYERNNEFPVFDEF
mcGAS inh: cyclic GMP-AMP synthase inhibitors, mouse, primary biochemical chemiluminescence; Q8C6L5; recombinant cGAS, Kinase-Glo ATP depletion luminescence; inhibition, % at 12.5 µM; 0.15% of 160,000 active; AID 1259399, 2018;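 also: 0% = negative control wells and 100% = reference inhibitor with no enzyme activity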
NPYLR7 ag: agonists of mosquito NPYLR7 receptor, primary screen, cell-based, Aedes aegypti, calcium fluorescence, mosquito biting behavior; Aedes aegypti neuropeptide Y-like receptor 7 (NPYLR7); HEK293T NPYLR7/Galpha15, GCaMP6s calcium fluorescence; activation, % at 10 µM; 0.15% of 270,000 active; in the data active = activation above about 40%;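 also: 0% = vehicle and 100% = reference agonist at the receptor; some compounds past the cut are filed as inactive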
* marks the source's active call; other numbers are inactive results; . = not tested or not shown; & = joins results of further samples. Rule as the data show it, unless noted: active = inhibition above about 40%; inactive = the rest.

| Compound | hcGAS lum | mcGAS inh | NPYLR7 ag |
| --- | --- | --- | --- |
| CCC(C)n1c(=S)[nH]c2cc(C)[nH]c2c1=O (configuration not stated) | -4 | . | -1 |
| CC(C(=O)Nc1ccc(F)c(F)c1F)N(C)CCOc1ccccc1 (configuration not stated) | 4 | -1 | -3 |
| O=S(=O)(NCc1ccccc1)N1CCCC(Cc2nc3ccccc3[nH]2)C1 (configuration not stated) | -7 | . | 7 |
| Cc1ccccc1OCC(=O)N=Nc1c(O)[nH]c2ccc(Br)cc12 | 0 | -3 | -3 |
| Cc1cc(C(=O)N(CC2CCCO2)c2nc3c(C(C)C)cccc3s2)on1 (configuration not stated) | 0 | 0 | -2 |
| Cc1nn(-c2ccccc2)nc1C(=O)Nc1ccccc1C(=O)NC1CC1 | -9 | . | 4 |
| COCCNC(=O)c1cc(-c2ccc(OC)cc2)nc2cc(C(C)(C)C)nn12 | 3 | -4 | 3 |
| CCOC(=O)N1CCN(/C=C(\C#N)S(=O)(=O)c2ccc(C)c(C)c2)CC1 | 2 | . | -4 |

Compounds shown so far that have a halogen, in the order listed:
| Compound | hcGAS lum | mcGAS inh | NPYLR7 ag |
| --- | --- | --- | --- |
| CC(C(=O)Nc1ccc(F)c(F)c1F)N(C)CCOc1ccccc1 (configuration not stated) | 4 | -1 | -3 |
| Cc1ccccc1OCC(=O)N=Nc1c(O)[nH]c2ccc(Br)cc12 | 0 | -3 | -3 |

Following part.
| Compound | hcGAS lum | mcGAS inh | NPYLR7 ag |
| --- | --- | --- | --- |
| Fc1ccc(/C=C/CN2CCCC(Nc3ccccc3)C2)cc1 (configuration not stated) | -11 | . | -1 |
| Cc1cc(C(=O)N/N=C\c2ccc(Cl)cc2)n[nH]1 | -6 | . | 3 |
| COc1ccc(CN(CC(O)COCc2ccco2)CC2CCCO2)cc1OC (configuration not stated) | -1 | -2 | -4 |
| CCOc1ccccc1N1CCN(C(=O)c2cc(-c3ccccc3F)nc3cc(C(C)(C)C)nn23)CC1 | -4 | -8 | 11 |
| COc1cccc(Cn2ccnc2CN(Cc2ccco2)C(=O)NC(C)(C)C)c1 | 0 | 0 | 2 |
| CCOC(=O)CNC(=O)N1CCN(c2cc(Oc3ccc(F)cc3F)ncn2)CC1C (configuration not stated) | -2 | -8 | -14 |
| N#CCC1(COC(=O)C2CCOc3ccccc32)CC1 (configuration not stated) | -11 | . | 5 |
| CCc1c(C)nc(-n2nc(C)cc2NC(=O)c2cc(C(F)(F)F)cc(C(F)(F)F)c2)[nH]c1=O | -11 | -9 | 14 |
| CCOC(=O)c1c(-c2ccc(C)o2)csc1NC(=O)CN1C(=O)c2ccccc2C1=O | -4 | -4 | -5 |
| CCCCCNC(=O)c1cc(-c2ccccc2F)n2nc(C(C)(C)C)cc2n1 | -3 | -9 | 6 |
| Cc1cc(C2=NNC(=NCc3ccco3)SC2)c(C)n1Cc1ccco1 | -4 | -7 | 10 |
| Cc1cc2cc(C(=O)N3CCCC(CNC(=O)c4ccccc4Cl)C3)ccc2o1 (configuration not stated) | -5 | -10 | 14 |
| COc1ccc(/C=C/C(=O)/C=C/c2ccc(OC)cc2OC)c(OC)c1 | -6 | -4 | 2 |
| O=C(C1CC1)N1C[C@H]2CNC[C@@]2(C(=O)NCCOc2ccccc2)C1 | -5 | . | 0 |
| O=C(COC(=O)C=Cc1ccc(Br)o1)COC(=O)C=Cc1ccc(Br)o1 | -4 | -5 | 22 |
| c1ccc(-c2ccc3occc3c2)c(CN2CCOCC2)c1 | -4 | . | -4 |
| Cc1c(Br)c([N+](=O)[O-])nn1CC(=O)Nc1ccc(OC(F)(F)F)cc1 | -3 | -4 | -9 |
| Cn1c(=O)c2c(nc3n2CC(C(C)(C)C)=NN3CCCc2ccccc2)n(C)c1=O | -6 | -6 | 8 |
| CC1CN(CCCNC(=O)C2CCN(S(=O)(=O)c3ccc4c(c3)CCC4)CC2)CC(C)O1 (configuration not stated) | -5 | . | 14 |
| Cc1ccc(Cn2ncc3c2NC(=O)CC32C(=O)N(C)c3c(Cl)cccc32)cc1 (configuration not stated) | 5 | . | 0 |
| C#Cc1cccc(NC(=O)CNC(=O)C2CCCCN2C(=O)c2ccco2)c1 (configuration not stated) | -5 | . | -1 |
| Cc1ccc2c(c1)SC1=NC(c3ccccc3)(C(F)(F)F)NC(=O)N12 (configuration not stated) | -7 | -16 | 5 |
| CC(C)N1C[C@@H](COCc2cccc(C(=O)O)c2)[C@H](c2ccccc2)S1(=O)=O | 2 | -8 | 2 |
| COC(=O)c1ccc(COC(CN2CCN(S(=O)(=O)c3cc(Cl)sc3Cl)CC2)c2cccc(OC)c2)cc1 (configuration not stated) | -8 | -9 | . |
| Cc1ccc(C2(C(F)(F)F)NC(=O)c3ccc(OC(C)C)cc3O2)cc1 (configuration not stated) | -7 | . | 4 |
| COC(=O)c1cccc(NS(=O)(=O)c2cc(OC)ccc2OC)c1 | 1 | . | -2 |
| c1ccc2sc(SCc3cn4cccnc4n3)nc2c1 | -3 | . | 2 |
| CC1(C)CC(N=C2C([N+](=O)[O-])=CC=C3C2=NC2(CCCCC2)N3O)CC(C)(C)N1 | -7 | . | -8 |
| CCC(=O)Nc1ccccc1C(=O)N1CCN(C)CC1 | 3 | 4 | -27 |
| Cc1ccc(C(=O)N2CCOC(c3ccccc3)C2)c(Cl)n1 (configuration not stated) | 1 | . | 16 |
| Cc1ccc(NCC(O)Cn2c3ccccc3c3ccccc32)cc1 (configuration not stated) | -5 | -5 | 0 |
| CCCc1noc(CN2CCN(c3cnccn3)CC2)n1 | -3 | . | 5 |
| CC1(C(=O)NS(=O)(=O)Cc2ccccc2C(F)(F)F)CCN1C(=O)c1ccco1 (configuration not stated) | -8 | -2 | -2 |
| Cn1c(=O)c2c(nc(CN3CCCCC3)n2CCCO)n(C)c1=O | -4 | . | 3 |
| Cc1ccccc1C(=O)NC(=S)N1CC(C)OC(C)C1 (configuration not stated) | -1 | . | 0 |
| COCC(NC(=O)C(=O)N1CCCc2ccccc21)c1ccnn1C (configuration not stated) | -1 | . | 9 |
| CC(C)NC(=O)CN1CCN(Cn2nc3ccccn3c2=S)CC1 | -9 | . | 6 |
| Cc1cccc(S(=O)(=O)N[C@H](c2nnc3c(C(F)(F)F)cccn23)C(C)C)c1 | -3 | . | -7 |
| CCCCOc1ccc(C(=O)N(CC(=O)Nc2cc(C(C)(C)C)nn2-c2ccc(C)cc2)Cc2ccccc2)cc1 | -8 | -4 | 20 |
| COc1ccccc1Nc1nc(-c2cc3ccccc3oc2=O)cs1 | 3 | -3 | 5 |
| COc1ccc(-n2c(SCc3ccccc3)nnc2-c2cccc(C)c2)cc1 | 1 | 2 | . |
| COc1ccc(-c2noc([C@@H]3O[C@H](CO)[C@H](O)[C@H](O)[C@H]3O)n2)cc1OC | -3 | -5 | 3 |
| O=C(c1cn(CCc2ccccc2)nn1)N1CCCC1c1nc2ccc(F)cc2[nH]1 (configuration not stated) | -10 | -8 | 6 |
| Cc1nnc(SCCCC(=O)N2CC3(C)CC2CC(C)(C)C3)n1-c1ccccc1 (configuration not stated) | -6 | -8 | 12 |
| CCOC(=O)c1nn(-c2ccc(F)cc2)c(=O)cc1OS(=O)(=O)c1ccc2c(c1)OCCO2 | -9 | -7 | 5 |
| CCO[C@H]1CN(C(=O)CSc2n[nH]c(CC)n2)C[C@@H]1O | 7 | 1 | . |
| CCOCCCNC(=O)c1cc(NC(=O)COC)ccc1N1CCN(c2ccccc2OC)CC1 | -2 | 2 | -6 |
| COc1ccc(C2CC(=O)C3C(=Nc4ccccc4NC3c3cccc(Cl)c3Cl)C2)cc1 (configuration not stated) | -2 | -6 | 4 |

(list continues)
Fields: hcGAS lum | mcGAS inh | NPYLR7 ag
CCN(CC)C(=O)CN(C)c1ncnc2scc(-c3ccc(C)cc3)c12
  -6 | . | 1
O=c1c2nc(N3CCCCC3)sc2c(-c2ccco2)nn1Cc1ccc(C(F)(F)F)cc1
  -7 | -7 | -2
CCOC(=O)N1CCC(NS(=O)(=O)c2cc(Cl)ccc2Cl)CC1
  3 | . | 0
CCCN(CC(=O)N(Cc1ccc(F)cc1)Cc1ccc(C)o1)C(=O)c1ccccc1OC
  1 | -3 | -6
CCCc1[nH]n(-c2cccc(Cl)c2)c(=O)c1/C=C1\NC(=O)N(Cc2ccccc2C#N)C1=O
  -1 | -5 | 0
O=C(CCc1cccs1)N1CCc2c([nH]c3ccccc23)C1C1CCCCC1 (configuration not stated)
  1 | -2 | -7
N=C(N)SC(CN1CCCCC1)C(F)(F)F (configuration not stated)
  -12 | . | 1
COC(=O)CCc1c(C)nn(-c2ccc(C(=O)N3CCC(O)(Cc4ccccc4)CC3)cc2)c1C
  -5 | -4 | -2
C=CCN1C(=O)/C(=C/c2ccc(N(CC)CC)cc2O)SC1=S
  -16 | -3 | -4
Cc1nccn1CCN(C)C(=O)[C@@]1(C)CC[C@@H](C(=O)N(C)C)C1(C)C
  5 | 0 | .
O=C(Cc1ccc(F)cc1)Nc1c(-c2ccc(C(F)(F)F)cc2)nc2ccccn12
  -5 | -7 | -9
Cc1nc(SCC(=O)N2CCCC2c2ccccn2)n[nH]1 (configuration not stated)
  -3 | . | 8
C=CCNc1nccnc1-c1ccc(CO)cc1
  -2 | 1 | -9
C=C(C)Cn1c(SCC(=O)N/N=C\c2ccncc2)nnc1-c1ccc(Br)cc1
  2 | . | -7
Cc1ccc(-c2ccc(CCC(=O)NC3CC3)n2-c2ccc(CC#N)cc2)c(C)c1
  -2 | -4 | 7
CCOC(=O)C(O)(CC(=O)NNc1c(F)c(F)c(F)c(F)c1F)C(F)(F)F (configuration not stated)
  1 | . | -2
CN1CCN(C(=O)C2(C)CCN2C2Cc3ccccc3C2)CC1 (configuration not stated)
  -8 | . | 7
COc1ccc(CCNC(=O)c2cnc(C)cn2)cc1OC
  -13 | . | -4
O=C(c1cc(=O)c2ccccc2[nH]1)N1C[C@H]2C[C@H](O)[C@@H](O)C[C@H]2C1
  -12 | -15 | .
CN(C)S(=O)(=O)c1ccc(C(=O)NCCSc2c(-c3ccccc3)[nH]c3ccccc23)cc1
  -5 | -5 | 1

In a second layout: 4 of the compounds above
SMILES: N=C(N)SC(CN1CCCCC1)C(F)(F)F (configuration not stated)
  hcGAS lum: -12
  mcGAS inh: .
  NPYLR7 ag: 1
SMILES: COC(=O)CCc1c(C)nn(-c2ccc(C(=O)N3CCC(O)(Cc4ccccc4)CC3)cc2)c1C
  hcGAS lum: -5
  mcGAS inh: -4
  NPYLR7 ag: -2
SMILES: C=CCN1C(=O)/C(=C/c2ccc(N(CC)CC)cc2O)SC1=S
  hcGAS lum: -16
  mcGAS inh: -3
  NPYLR7 ag: -4
SMILES: Cc1nccn1CCN(C)C(=O)[C@@]1(C)CC[C@@H](C(=O)N(C)C)C1(C)C
  hcGAS lum: 5
  mcGAS inh: 0
  NPYLR7 ag: .

Later entries.
Fields: hcGAS lum | mcGAS inh | NPYLR7 ag
O=C1CN(C(=O)C2CCCC2)CC(O)CN1Cc1ccc2c(c1)OCO2 (configuration not stated)
  1 | -4 | 27
CC=CC=CC(=O)OCc1nc2c(c(=O)[nH]c(=O)n2CCCC)n1CC
  -3 | -4 | 11
CCOc1ccc(-c2n[nH]c(=S)n2CC(=O)NC(C)c2ccco2)cc1 (configuration not stated)
  -3 | . | 6
CCCCCOc1ccc(C(=O)NCCCO)cc1OCCCCC
  -1 | -4 | 4
O=C(O)c1coc(CN(CCc2c[nH]c3ccccc23)Cc2cccs2)n1
  -3 | -5 | 8
O=C(CN(CCN1CCCC1)C(=O)Nc1ccc(Br)cc1)N(Cc1ccc(F)cc1)Cc1cccs1
  -9 | -6 | -6
O=c1c2cnc(N3CCCC3)nc2ccn1-c1cccc(Cl)c1
  -5 | . | 2
O=C(CN1CCN(S(=O)(=O)c2ccc(Br)s2)CC1)NCc1ccccc1
  -8 | . | -7
CC(C)c1noc([C@H]2C[C@@H]3NCCCCCCNC(=O)[C@@H]3C2)n1
  -7 | -4 | .
Cc1ccc(-n2ncc3c(C)nn(CC#N)c(=O)c32)c(C)c1
  -5 | . | 7
Cn1c(=O)n(CC=Cc2ccccc2)c(=O)c2c1nc1n2CCN1c1ccccc1
  -5 | . | -1
CCOC(=O)c1nn(CCCc2ccccc2)c2c1CN(C(=O)c1noc3c1CCCC3)CC2
  0 | -15 | 5
CCCc1[nH]n(C)c(=O)c1C1=C(N2CCOCC2)C(=O)N(c2ccc(OC)cc2OC)C1=O
  -6&2 | -10&3 | -5
COc1ccc(-c2csc(-n3[nH]c(-c4ccccc4)c(N=Nc4cccc(C(=O)O)c4)c3=O)n2)cc1
  20 | 5 | 1
CCC(C)NP1(=O)C=C(c2ccccc2)SC(c2ccccc2)=C1 (configuration not stated)
  -2 | . | -21
CCc1nc2c(OC)cccn2c1N(C)C(=O)c1ccccc1F
  2 | 1 | -13
O=C1N=C2N(CCN3CCCCC3)c3ccccc3N2/C1=C/c1cc([N+](=O)[O-])ccc1Cl
  -5 | . | 7
Cc1nc(CN2C(=O)C3(CCC3)ON=C2c2cccc(Cl)c2)cs1
  -5 | . | 17
Cc1c(Br)cccc1NC(=O)C1(C)CCN1Cc1ccc(OC(C)C)cc1 (configuration not stated)
  -5 | . | 6
CC(C)c1ccc(CC(=O)N2CCC2(C)C(=O)NCC(F)(F)F)cc1 (configuration not stated)
  -11 | . | 1
CC(=O)Nc1cccc(O)c1
  -2 | . | 0
CCN(CC)C(=O)c1cc(NC(=O)NC23CC4CC(CC(C4)C2)C3)ccc1N1CCCCC1
  -11 | -5 | 21
